Compound activity as filed in PubChem.
Tcruzi prolif: inhibitors of T. cruzi proliferation | actives 5.9% (n = 77,000) | inhibition, % at 8.34 µM | AID 624255 | T. cruzi beta-gal in NIH3T3, GalScreen luminescence, 90 h;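 active means mean inhibition above about 93%, with at least 55% of replicates each passing it, limit read from the data, passing the limit was not always enough; inconclusive means only one of those two conditions holds; inactive means neither condition holds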
KDM4C inh: blocks human GASC-1 (KDM4C) demethylase activity | AID 720574 | inhibition, % at 12.5 µM | actives 0.15% (n = 96,000) | Q9H3R0 | GST-KDM4C 2-372, H3K9me3 peptide, LANCE TR-FRET;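 active means mean replicate inhibition above about 25%, with at least 55% of replicates also reaching it, limit read from the data, passing the limit was not always enough; inconclusive means only one of those two conditions met; inactive means neither condition met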
Target sequence (Q9H3R0 2-372 limits assumed): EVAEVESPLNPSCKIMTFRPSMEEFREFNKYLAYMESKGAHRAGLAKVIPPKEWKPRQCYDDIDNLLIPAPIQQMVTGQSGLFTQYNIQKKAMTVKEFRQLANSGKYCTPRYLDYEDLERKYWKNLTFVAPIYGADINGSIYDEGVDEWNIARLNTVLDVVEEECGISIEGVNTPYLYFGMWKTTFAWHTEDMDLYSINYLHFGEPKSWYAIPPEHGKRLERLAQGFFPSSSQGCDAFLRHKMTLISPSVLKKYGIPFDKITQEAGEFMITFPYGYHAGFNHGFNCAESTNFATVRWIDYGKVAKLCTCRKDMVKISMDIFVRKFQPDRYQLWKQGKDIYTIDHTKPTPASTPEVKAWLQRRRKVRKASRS
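reagent = H3K9me3 peptide substrate, Fe(II), 2-oxoglutarate | system = GST-tagged GASC-1 (JMJD2C) catalytic fragment, aa 2-372 | amount = enzyme final amount 10 nM | read-out = Fall in 671/618 emission ratio as inhibition | medium = HEPES buffer, pH 7.5, plus ascorbate | schedule = 30 min reaction, 60 min detection, RT | measured by = LANCE TR-FRET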
Pf Dd2 inh: blocks growth of Plasmodium falciparum Dd2 parasites | P. falciparum Dd2 growth, SYBR Green, 72 h; active compounds read low | activity change, % at 10 µM | actives 2.3% (n = 94,000); in the data active means activity change below about -80%; inconclusive means no clear call, values can overlap the other calls
C diff HTS: blocks growth of Clostridium difficile | Clostridium difficile clinical isolate growth, OD600, 24 h; active compounds read low | growth activity, negative = inhibition, % at 16 µg/mL (by protocol) | actives 0.25% (n = 86,000);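 active means mean growth activity at or below -80% and every replicate also at or below -80%; inconclusive means mean at or below -80% but some replicate above -80%; inactive means mean growth activity above -80%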;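 further: 0% = DMSO wells and -100% = levofloxacin 16 µg/mL wells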
* hit, by the source's call; ? = inconclusive; · = not tested or not shown.

1	COc1ccc(-c2ccc([C@@H]3[C@@H](CO)N4C(=O)CN(C(=O)c5ccccc5)C[C@H]34)cc2)cc1
2	CN1C(=O)c2cc(NC(=O)Cc3cccs3)ccc2OC[C@@H]2O[C@@H](CC(=O)NCC3CCCCC3)CC[C@H]21
3	OC[C@H]1[C@@H](c2ccc(-c3ccc(F)cc3)cc2)[C@@H]2CN(Cc3ccncc3)CCCCN12
4	O=C(c1cccc(F)c1)N1CCCCN2[C@H](CO)[C@@H](c3ccc(-c4ccccc4)cc3)[C@@H]2C1
5	C[C@@H]1CCCCO[C@H](CN(C)S(C)(=O)=O)[C@H](C)CN([C@@H](C)CO)C(=O)c2cc(NS(=O)(=O)c3cn(C)cn3)ccc2O1
6	C[C@@H]1CCCCO[C@@H](CN(C)S(C)(=O)=O)[C@@H](C)CN([C@@H](C)CO)C(=O)c2cc(NC(=O)C3CCCCC3)ccc2O1
7	C[C@@H]1CN([C@H](C)CO)C(=O)CCCn2nncc2CO[C@@H]1CN(C)Cc1ccc2cccnc2c1
8	COc1ccc(S(=O)(=O)Nc2ccc3c(c2)C(=O)N([C@H](C)CO)C[C@H](C)[C@@H](CN(C)Cc2ccncc2)OCCCC[C@H](C)O3)cc1
9	O=C(C1CCOCC1)N1C[C@H]2[C@@H](c3ccccc31)[C@H](CO)N2C(=O)Nc1ccccc1F
10	Cc1noc(C)c1NC(=O)Nc1ccc2c(c1)C(=O)N([C@@H](C)CO)C[C@H](C)[C@@H](CN(C)C(=O)Nc1cccc3ccccc13)O2

Assay by compound	1	2	3	4	5	6	7	8	9	10
Tcruzi prolif	·	18	47	106*	10	81	-1	40	-29	·
KDM4C inh	-0.9	-2.9	1.1	0.0	-0.4	0.3	0.4	-1.9	-0.5	0.9
Pf Dd2 inh	-26	14	-49	-20	58	-28	-6	19	15	31
C diff HTS	-2	2	11	5	-1	-1	·	-1	4	-1

11	CO[C@H]1CN(C)C(=O)c2ccc(NC(=O)Cc3ccccc3)cc2OC[C@@H](C)N(C)C[C@H]1C
12	COc1ccc(S(=O)(=O)N(C)C[C@H]2OCCCC[C@@H](C)Oc3ccc(NC(=O)Nc4ccccc4)cc3C(=O)N([C@@H](C)CO)C[C@H]2C)cc1
13	CCS(=O)(=O)NCC[C@H]1CC[C@@H](NC(=O)Nc2cc(Cl)cc(Cl)c2)[C@@H](CO)O1
14	CO[C@H]1CN(C)C(=O)c2ccc(NC(=O)c3ccno3)cc2OC[C@@H](C)NC[C@@H]1C
15	Cc1ccc(S(=O)(=O)N[C@@H]2C=C[C@H](CC(=O)NCc3ccncn3)O[C@H]2CO)cc1
16	CC(C)NC(=O)Nc1ccc2c(c1)C(=O)N([C@H](C)CO)C[C@@H](C)[C@H](CN(C)C(=O)Nc1cccc3ccccc13)OCCCC[C@H](C)O2
17	C[C@@H]1CN([C@H](C)CO)C(=O)Cc2cc(NC(=O)CCCCCC(=O)Nc3ccccc3N)ccc2O[C@H]1CN(C)S(=O)(=O)c1ccc(F)cc1
18	CCNC(=O)C[C@H]1CC[C@@H]2[C@@H](COc3ccc(NS(=O)(=O)c4ccccc4C)cc3C(=O)N2C)O1
19	CO[C@@H]1CN(C)C(=O)c2cc(NS(C)(=O)=O)ccc2OC[C@@H](C)N(C(=O)c2ccc3c(c2)OCO3)C[C@H]1C
20	C[C@H]1CN([C@@H](C)CO)C(=O)Cc2cc(NC(=O)CCN3CCOCC3)ccc2O[C@@H]1CN(C)Cc1ccc2c(c1)OCO2

Assay by compound	11	12	13	14	15	16	17	18	19	20
Tcruzi prolif	-38	77	31	43	27	·	1	13	·	63
KDM4C inh	0.0	-1.6	-0.6	0.3	1.6	-0.8	0.8	-1.0	-1.1	-1.4
Pf Dd2 inh	18	-60	0	49	1	-48	-47	15	14	-24
C diff HTS	3	-6	·	·	1	-10	-7	-3	·	-8

21	Cc1ccc(S(=O)(=O)NCC[C@@H]2CC[C@@H](NC(=O)NC(C)C)[C@H](CO)O2)cc1
22	COCC(=O)N[C@@H]1CC[C@H](CC(=O)NCc2ccccc2OC)O[C@@H]1CO
23	C[C@H](CO)N1C[C@H](C)[C@@H](CN(C)C(=O)C2CC2)Oc2cc(C#CC3CC3)ccc2S1(=O)=O
24	O=C(c1cccc(F)c1)N1C[C@@H]2[C@H](c3ccccc31)[C@H](CO)N2C(=O)C1CCCCC1
25	COCC#Cc1cnc2c(c1)C(=O)N([C@H](C)CO)C[C@H](C)[C@H](CN(C)C(=O)c1cccc(F)c1)O2
26	C[C@@H]1CCCCO[C@@H](CN(C)Cc2ccccc2)[C@@H](C)CN([C@@H](C)CO)C(=O)c2cc(NC(=O)CCC(F)(F)F)ccc2O1
27	CO[C@@H]1CN(C)C(=O)c2cc(NC(=O)NC(C)C)ccc2OC[C@@H](C)N(Cc2ccccc2)C[C@@H]1C
28	Cc1cc(C(=O)Nc2cccc3c2O[C@H](CN(C)C(=O)Nc2cccc4ccccc24)[C@H](C)CN([C@H](C)CO)C3=O)n(C)n1
29	COc1ccc(NC(=O)N(C)C[C@@H]2Oc3c(NC(=O)Nc4c(C)noc4C)cccc3C(=O)N([C@@H](C)CO)C[C@H]2C)cc1
30	Cc1noc(C)c1NC(=O)N[C@H]1CC[C@@H](CC(=O)NCCCN(C)C)O[C@@H]1CO

Assay by compound	21	22	23	24	25	26	27	28	29	30
Tcruzi prolif	18	14	40	9	10	82	-28	37	30	?
KDM4C inh	0.9	0.0	0.1	0.5	2.1	0.2	0.3	-1.4	-0.6	1.2
Pf Dd2 inh	-1	-1	-9	2	-17	-25	-18	3	1	-4
C diff HTS	-2	·	2	-6	-3	3	·	1	·	·

31	COc1cccc(-c2ccc3n(c2=O)C[C@@H]2[C@@H](CO)[C@H](C(=O)NC4CCCC4)N[C@H]32)c1
32	C[C@@H]1CN([C@@H](C)CO)C(=O)CCCn2nncc2CO[C@@H]1CN(C)C(=O)Nc1ccc(-c2cccs2)cc1
33	C[C@H](CO)N1C[C@H](C)[C@H](CN(C)C(=O)Nc2ccc3c(c2)OCO3)OCc2ccccc2-c2ccccc2C1=O
34	CO[C@H]1CN(C)C(=O)c2cc(NC(=O)CC(F)(F)F)ccc2OC[C@H](C)N(CC2CC2)C[C@H]1C
35	COc1cccc(S(=O)(=O)Nc2ccc3c(c2)[C@@H]2C[C@H](CC(=O)N4CCCCC4)O[C@H](CO)[C@@H]2O3)c1
36	O=C(C[C@@H]1C[C@@H]2c3cc(NC(=O)C4CCOCC4)ccc3O[C@@H]2[C@H](CO)O1)NCc1cc(F)ccc1F
37	C/C=C/c1ccc([C@@H]2[C@@H](CNC(=O)C3CC3)N(C(=O)CC)[C@H]2CO)cc1
38	COc1cccc(NC(=O)Nc2ccc3c(c2)C(=O)N(C)C[C@@H](OC)[C@@H](C)CN(C)[C@@H](C)CO3)c1
39	C[C@@H]1CN([C@@H](C)CO)C(=O)c2cccc(NC(=O)c3ccc(-c4nccs4)cc3)c2O[C@@H]1CN(C)C(=O)Nc1ccc(C(F)(F)F)cc1
40	CCNC(=O)Nc1ccc2c(c1)C(=O)N(C)[C@@H]1CC[C@H](CC(=O)NCCOC)O[C@H]1CO2

Assay by compound	31	32	33	34	35	36	37	38	39	40
Tcruzi prolif	11	-92	-23	·	-2	52	50	-56	?	10
KDM4C inh	2.8	·	1.7	-2.3	0.1	-0.4	-0.4	·	-2.6	1.3
Pf Dd2 inh	7	-12	-6	34	6	23	-32	-28	-70	11
C diff HTS	-1	·	-6	4	·	4	-1	0	·	4

41	O=C(Nc1cccc(F)c1)N1CCCCN2[C@H](C1)[C@H](c1ccc(C#Cc3ccccc3)cc1)[C@@H]2CO
42	Cc1noc(C)c1NC(=O)N(C)C[C@@H]1Oc2c(NC(=O)Nc3cccc4ccccc34)cccc2C(=O)N([C@@H](C)CO)C[C@@H]1C
43	COc1ccc(CN2[C@@H]3CN(C(=O)CC(F)(F)F)c4ccccc4[C@@H]3[C@@H]2CO)cc1
44	COc1ccc(NC(=O)N(C)C[C@H]2OCc3ccccc3-c3c(n(C)c4ccccc34)C(=O)N([C@@H](C)CO)C[C@@H]2C)c(OC)c1
45	C[C@H]1CN([C@@H](C)CO)C(=O)Cc2cc(NC(=O)CCC(F)(F)F)ccc2O[C@H]1CN(C)S(C)(=O)=O
46	Cc1noc(C)c1S(=O)(=O)N(C)C[C@H]1OCCCC[C@H](C)Oc2ccc(NC(=O)C3CCCCC3)cc2C(=O)N([C@@H](C)CO)C[C@@H]1C
47	C[C@H](CO)N1C[C@H](C)[C@@H](CN(C)CC2CCCC2)Oc2cc(C#CC(C)(C)O)ccc2S1(=O)=O
48	CNC[C@@H]1OCCCC[C@@H](C)Oc2ccc(NC(=O)Nc3ccc(C(F)(F)F)cc3)cc2C(=O)N([C@H](C)CO)C[C@H]1C
49	CO[C@H]1CN(C)C(=O)c2ccc(NC(=O)C3CCOCC3)cc2OC[C@@H](C)N(C)C[C@H]1C
50	C[C@H](CO)N1C[C@H](C)[C@H](CN(C)C(=O)C2CCCCC2)Oc2ncc(-c3ccccc3F)cc2C1=O

Assay by compound	41	42	43	44	45	46	47	48	49	50
Tcruzi prolif	100*	-91	-11	43	-1	39	12	32	-3	-27
KDM4C inh	-2.0	2.4	-0.2	-0.6	2.9	0.8	-0.1	-1.3	-0.1	-2.5
Pf Dd2 inh	-23	-1	-7	-85*	-87*	-76	-27	19	19	-19
C diff HTS	-2	-2	2	-5	2	6	·	·	2	-1

51	CCCNC(=O)N(C)C[C@H]1Oc2ncc(C#Cc3ccncc3)cc2C(=O)N([C@@H](C)CO)C[C@@H]1C
52	Cc1noc(C)c1NC(=O)N(C)C[C@@H]1Oc2ccc(NC(=O)Nc3ccc4c(c3)OCO4)cc2CC(=O)N([C@@H](C)CO)C[C@@H]1C
53	C[C@@H]1CN([C@H](C)CO)C(=O)c2cc(-c3cccc(F)c3)cnc2O[C@@H]1CN(C)Cc1cncnc1
54	C[C@@H]1CN([C@@H](C)CO)C(=O)Cc2cc(NS(=O)(=O)c3ccc(F)cc3)ccc2O[C@H]1CN(C)C(=O)Nc1ccc(C(F)(F)F)cc1
55	C[C@@H]1CN([C@H](C)CO)C(=O)c2cc(NC(=O)CCN3CCOCC3)ccc2O[C@H]1CN(C)C(=O)Nc1cccc2ccccc12
56	COc1ccc(S(=O)(=O)N(C)C[C@@H]2Oc3ccc(NC(=O)Nc4ccc(C(F)(F)F)cc4)cc3C(=O)N([C@@H](C)CO)C[C@@H]2C)cc1
57	CNC[C@H]1Oc2c(N)cccc2C(=O)N([C@H](C)CO)C[C@H]1C
58	C[C@@H]1CN([C@@H](C)CO)C(=O)c2cc(-c3ccc(F)cc3)cnc2O[C@@H]1CN(C)C(=O)Cc1ccccc1
59	COc1ccccc1C(=O)Nc1ccc2c(c1)C(=O)N(C)C[C@H](OC)[C@H](C)CN(C(C)=O)[C@H](C)CO2

Assay by compound	51	52	53	54	55	56	57	58	59
Tcruzi prolif	12	34	23	16	-15	?	8	2	-8
KDM4C inh	7.7	0.5	4.9	-0.5	0.6	-5.0	·	-1.0	1.4
Pf Dd2 inh	26	-65	19	-17	-1	-16	28	-20	10
C diff HTS	7	0	-1	10	-4	11	-3	10	·

Compound profiles, from the list above. Screens in order: Tcruzi prolif	KDM4C inh	Pf Dd2 inh	C diff HTS
Shown for Cc1noc(C)c1NC(=O)N(C)C[C@@H]1Oc2ccc(NC(=O)Nc3ccc4c(c3)OCO4)cc2CC(=O)N([C@@H](C)CO)C[C@@H]1C : 34	0.5	-65	0
Shown for C[C@@H]1CN([C@H](C)CO)C(=O)c2cc(NC(=O)CCN3CCOCC3)ccc2O[C@H]1CN(C)C(=O)Nc1cccc2ccccc12 : -15	0.6	-1	-4
Shown for C[C@@H]1CN([C@H](C)CO)C(=O)c2cc(-c3cccc(F)c3)cnc2O[C@@H]1CN(C)Cc1cncnc1 : 23	4.9	19	-1

Hits appear at their usual frequency; any-hit rate near 7.3%.
